FXN GAA850 act: FXN promoter activators, primary screen, cell-based, luciferase luminescence, HEK293 lucGAA850. HEK293 lucGAA850 FXN promoter luciferase reporter, 24 h; percent of 10 µM SAHA response. activation, % at 6 µM. 360,000 compounds, 0.56% hits. AID 540364, 2011;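 active means activation above the average of all compounds screened plus 3 SD, cutoff fixed separately per campaign, cut at about 7.5% in these data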;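 further: 0% = DMSO wells and 100% = 10 µM SAHA wells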
hgDAF-12 ag: H. glycines DAF-12 receptor agonists, primary screen, cell-based, luminescence, HEK293, GAL4 fusion, UAS-luciferase; Nuclear hormone receptor DAF-12 (Heterodera glycines), GAL4 fusion; HEK293 GAL4-hgDAF12 UAS-luciferase reporter, agonist luminescence; normalized to butyrate control; activation, % at 6.8 µM; 370,000 compounds, 1.8% hits; AID 687014, 2013;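 active means activation above a cutoff set at the mean of all screened compounds plus 3 SD, cut at about 10% in these data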;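 further: 0% = DMSO wells and 100% = sodium butyrate wells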
NPR1 activator: GC-A stimulated cGMP production enhancers – HEK293 GC-A cells, cGMP TR-FRET, EC30 ANP, primary screen. 370,000 compounds, 0.14% hits. Atrial natriuretic peptide receptor 1 (Homo sapiens), P16066. 0% at EC30 ANP, 100% saturating ANP. activation, % at 10 µM; in the data active means activation above about 40%
DAX1 inh-1: DAX1 (NR0B1) inhibitors, primary screen, cell-based, HEK293, Gal4-DAX1, luciferase luminescence | Nuclear receptor subfamily 0 group B member 1 (Homo sapiens), P51843 | inhibition, % at 6.75 µM | 340,000 compounds, 0.99% hits | AID 504766, 2011 | HEK293 Gal4-DAX1 luciferase reporter;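 active means inhibition above the mean over all tested compounds plus 3 SD, cut at about 4.2% in these data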;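 further: 0% = DAX1-transfected cells with DMSO and 100% = empty-vector control cells with DMSO; inhibition shows as a rise in luminescence from relieved DAX1 repression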
Target sequence (P51843 207-470 limits assumed): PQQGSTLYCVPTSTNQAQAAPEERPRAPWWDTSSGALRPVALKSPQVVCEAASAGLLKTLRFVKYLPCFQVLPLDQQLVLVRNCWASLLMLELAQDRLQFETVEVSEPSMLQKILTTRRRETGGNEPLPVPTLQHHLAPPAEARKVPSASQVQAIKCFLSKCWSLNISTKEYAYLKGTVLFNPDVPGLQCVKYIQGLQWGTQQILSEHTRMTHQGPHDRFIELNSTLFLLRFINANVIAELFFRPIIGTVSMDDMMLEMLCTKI
HGIII-sPLA2 inh: human group III sPLA2 inhibitors, primary screen, biochemical, QFRET, BODIPY PC-A2 liposome substrate; QFRET BODIPY PC-A2 liposome hydrolysis, fluorescence; inhibition, % at 12.2 µM; 370,000 compounds, 0.56% hits;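 active means inhibition above mean plus 3 SD of compounds lying within the high and low control bounds, cut at about 19% in these data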;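 further: 0% = median of test compound wells and 100% = no enzyme DMSO wells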
Target sequence (Q9NZ20 whole entry, looked up): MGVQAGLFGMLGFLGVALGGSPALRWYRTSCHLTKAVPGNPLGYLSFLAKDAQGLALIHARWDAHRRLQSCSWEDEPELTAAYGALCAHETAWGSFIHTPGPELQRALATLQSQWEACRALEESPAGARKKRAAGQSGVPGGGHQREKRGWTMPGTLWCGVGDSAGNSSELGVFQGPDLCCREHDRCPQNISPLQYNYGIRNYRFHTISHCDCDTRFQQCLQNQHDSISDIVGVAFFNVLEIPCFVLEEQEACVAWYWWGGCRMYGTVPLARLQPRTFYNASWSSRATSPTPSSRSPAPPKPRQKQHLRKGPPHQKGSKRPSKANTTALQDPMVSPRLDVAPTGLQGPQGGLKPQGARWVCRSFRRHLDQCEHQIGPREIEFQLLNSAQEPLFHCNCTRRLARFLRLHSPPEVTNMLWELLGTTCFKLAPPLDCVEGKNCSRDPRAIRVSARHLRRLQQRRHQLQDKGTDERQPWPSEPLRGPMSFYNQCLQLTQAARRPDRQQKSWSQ
hcDAF12 agonist: H. contortus DAF-12 nuclear receptor activators, primary screen, cell-based, luminescence, HEK293, lit1-tk-luc reporter. HEK293 hcDAF-12 lit1-tk-luc reporter; 0% DMSO, 100% Δ7-dafachronic acid. activation, % at 6.8 µM. 370,000 compounds, 1.4% hits. AID 652067, 2013;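 active means activation above the mean of all tested compounds plus 3 SD, cut at about 5.5% in these data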;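 further: 100% = response to 3 µM Δ7-dafachronic acid high control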
DAX1 inh-2: DAX1 (NR0B1) inhibitors on StAR promoter, primary screen, cell-based, luminescence, SF-1 (NR5A1), full-length DAX-1. AID 652010, 2013. 370,000 compounds, 1.1% hits. HEK293T StAR-luciferase reporter, SF-1/DAX-1 repression relief. inhibition, % at 6.8 µM;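 active means inhibition above the mean over all tested compounds plus 3 SD, cut at about 3.6% in these data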;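 further: 0% = DAX-1 cells with DMSO and 100% = cells lacking DAX-1 with DMSO; higher inhibition means more luminescence from relief of DAX-1 repression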
NPR2 activator: human GC-B receptor activators, primary screen, HEK293 GC-B cells, cGMP TR-FRET, EC30 CNP | Atrial natriuretic peptide receptor 2 (Homo sapiens), P20594 | 0% at EC30 CNP, 100% saturating CNP | activation, % at 10 µM | 370,000 compounds, 0.11% hits | AID 1920062, 2024;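 active means activation at 10 µM reaching about 35% in either raw or pattern-adjusted values, limit read from the data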
ssDAF-12 act: S. stercoralis DAF-12 nuclear receptor activators, primary screen, cell-based, luminescence, HEK293, GRIP1 co-expression, lit1-tk-luc; Nuclear hormone receptor DAF-12 (Strongyloides stercoralis); HEK293 ssDAF-12/GRIP1 lit1-tk-luc reporter; % of 3 µM dafachronic acid response; activation, % at 6.8 µM; 370,000 compounds, 1% hits;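 active means activation above the mean over all tested compounds plus 3 SD, cut at about 0.9% in these data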;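 further: 0% = DMSO-only wells and 100% = 3 µM delta7-dafachronic acid wells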
proKLK7 act: proKLK7 zymogen activators, primary screen, biochemical, fluorescence intensity; Kallikrein-7 (Homo sapiens), P49862; purified proKLK7, EDANS-DABCYL substrate fluorescence; 100% is mature enzyme control, 0% vehicle; activation, % at 7 µM; 370,000 compounds, 0.9% hits; AID 652039, 2013;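 active means activation above the mean of all tested compounds plus 3 SD, computed per campaign excluding outliers beyond control limits, cut at about 13% in these data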
SMARCA2 act: SMARCA2 (BRM) function activators, primary screen, cell-based, luminescence, high throughput. AID 652017, 2013. MG213 cells, MMTV-luciferase reporter, dexamethasone, overnight. 370,000 compounds, 1% hits. activation, % at 9.1 µM; in the data active means activation above about 7.8%;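 further: 0% = vehicle wells and 100% = reference activator wells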
* hit, by the source's call; . = no result given; & = joins results of further samples.

no.	SMILES	FXN GAA850 act	hgDAF-12 ag	NPR1 activator	DAX1 inh-1	HGIII-sPLA2 inh	hcDAF12 agonist	DAX1 inh-2	NPR2 activator	ssDAF-12 act	proKLK7 act	SMARCA2 act
1	O=C(CCn1c(=O)oc2ccccc21)Nc1ccc(C(=O)O)cc1	0.8	0.1	-0.6	0.7	4.8	3.1	-1.0	2.9	-1.0	0.2	-1.4
2	Cc1c(Cl)c(C(=O)N2CCCCCC2)nn1C	-2.1	0.6	0.1	0.4	-0.9	-1.8	0.0	-2.0	-1.4	-0.4	0.4
3	FC(F)Oc1ccc(NC(=S)NN2CCOCC2)cc1	1.2	-0.4	1.3	0.8	3.6	-0.1	0.6	-3.4	-1.0	0.1	0.0
4	Nc1nc(SCC(=O)N2CCCCC2)[nH]c(=O)c1NC(=O)c1cccs1	-0.4	0.8	4.0	-1.6	2.9	-1.2	0.1	0.7	-1.7	-0.2	-2.1
5	CCC(=O)Nc1cc(C(=O)O)ccc1S(=O)(=O)c1ccc(C)cc1	-1.4	0.3	-2.7	0.1	-3.6	-0.5	0.0	2.2	-1.6	-0.7	-0.2
6	Cc1noc(/C=C/N(C)C)c1S(=O)(=O)N1CCCC(C(=O)N2CCc3ccccc32)C1 (stereo unspecified)	-2.0	-0.5	0.1	-0.2	5.4	1.5	-0.1	-3.4	-0.9	-0.7	-5.2
7	Cc1c(NC(=S)NC(=O)c2ccccc2Cl)c(=O)n(-c2ccccc2)n1C	-1.5	1.3	-0.1	-1.6	1.6	1.4	-0.2	-2.0	-1.2	-0.1	-3.5
8	Cc1c(C(=O)N2CCN(C)CC2)oc2ccc(Br)cc12	5.5	3.6	-1.8	5.0*	-3.3	1.5	0.6	-5.6	-1.0	0.4	2.0
9	Cc1ccc2sc(C)[n+](CCO)c2c1	0.9	4.2	-0.6	0.8	-0.1	1.0	0.5	5.5	-0.7	-0.2	1.3
10	S=C1SCCCN1Cc1ccc(Cl)cc1	0.7	-2.2	1.6	0.5	11.2	1.4	-2.1	-0.3	-1.7	-0.3	-2.2
11	CCCCc1ccc(NC(=S)NCCN2CCOCC2)cc1	1.1	0.0	-3.7	-1.2	10.2	-0.2	0.0	-4.5	-1.5	-0.5	-0.6
12	C/C(N)=C(/C#N)C(=O)COC(=O)c1cc(-c2ccc(Br)cc2)nc2ccccc12	-0.3&1.6	-1.3&1.0	7.9&14.7	0.1&-0.4	-2.8&9.4	-0.2&-0.8	0.4&-0.3	3.1&-11.3	-1.6&-0.9	-0.2&-0.5	-3.5&0.0
13	COCCn1c(SCC(=O)N2CCOCC2)nc2c(c1=O)SCC2	0.9	5.5	2.4	-0.2	-0.1	-1.1	-0.7	-1.8	0.0	0.7	-1.0
14	O=C(NCCN1CCN(c2ccccc2F)CC1)C1CC(=O)N(C2CCCC2)C1 (stereo unspecified)	0.9	0.7	0.4	-0.3	9.1	-0.5	0.1	1.7	-1.3	-0.3	-1.8
15	O=C(NC(=S)Nc1ccc(S(=O)(=O)Nc2nccs2)cc1)c1ccc(F)cc1	1.0	0.4	11.2	0.1	-17.0	-3.4	1.0	4.1	-2.0	-0.1	-1.9
16	C=CCC[C@H](Cc1ccc(F)cc1)C(=O)OC[C@@H](Cc1c[nH]c2ccccc12)NC(=O)[C@@H](CC=C)CC(=O)NCCO	-9.9	-5.1	-4.8	-1.3	-70.5	-2.3	-0.7	3.0	-1.3	0.3	-2.4
17	CNC(=O)c1ccc(Nc2nnc(-c3ccc(O)cc3)c3ccccc23)cc1	1.7	-1.8	0.9	-2.5	4.8	0.3	-0.6	1.3	-1.8	3.6	0.4
18	CCOc1ccccc1NC(=O)c1cc(SC)ccc1Cl	-1.9	-3.2	-4.1	-1.8	-4.0	-1.8	-0.7	2.3	-1.6	0.7	-1.7
19	CCC(C)(C)n1nnnc1C(c1ccc(OC)c(OC)c1)N1CCN(c2ccccc2)CC1 (stereo unspecified)	-0.6	2.1	-1.2	1.4	-7.3	-0.8	-1.0	0.3	-0.9	0.1	0.8
20	COCCN(Cc1cc2ccc(C)c(C)c2nc1Cl)C(=O)N1CCOCC1	-0.5	-0.9	0.7	-0.9	-7.9	-0.7	0.4	1.8	-1.9	-0.1	1.8
21	NC(=O)c1c(N)[nH]c(C(=O)c2ccccc2)c1-c1ccc2ccccc2c1	.	1.4	1.1	.	15.9	-1.2	0.7	-0.6	-1.7	1.5	-5.5
22	CC1(c2ccccc2)CC(C)(C)N(C(=O)C2CCCO2)c2ccccc21 (stereo unspecified)	2.6	-2.8	-4.1	1.1	-5.3	-3.5	-0.2	-4.1	-1.5	-0.2	4.9
23	O=c1[nH]c2ccccc2c(O)c1-[n+]1ccccc1	2.4	-2.8	2.1	0.4	4.3	0.3	0.3	5.3	-0.9	-0.6	-3.5
24	COC(=O)[C@@H]1C[C@@]2(O)[C@H](O)[C@H](O)[C@H](O)C[C@H]2N1CC1CC1	3.0	1.8	2.4	0.0	0.8	-0.7	-0.3	4.4	-1.2	0.3	0.1
25	Cc1cccc(C)c1Nc1nnc(SCc2nc3ccccc3c(=O)[nH]2)s1	2.7	-3.3	-6.4	-1.1	-17.2	0.1	-0.3	-3.1	-0.8	-0.2	-1.0
26	O=C(Nc1ccccc1C(=O)O)c1cncc(Br)c1	3.3	-0.6	2.3	-0.4	3.7	-1.3	0.1	0.6	-1.4	0.3	-0.3
27	Nc1nc(SCC(=O)Nc2ccc(Oc3ccccc3)cc2)n[nH]1	-4.6	-1.2	3.8	-0.3	-11.4	-1.4	-0.3	2.8	-1.3	0.1	5.3
28	O=C(Nc1nccs1)c1cc(S(=O)(=O)N2CCOCC2)ccc1Cl	-0.7	0.9	-2.9	-0.1	3.1	-1.6	-0.6	1.1	-1.1	0.5	-3.6
29	CC1CCN(c2ccc(S(=O)(=O)Nc3cc(C(=O)O)cc(C(=O)O)c3)cc2[N+](=O)[O-])CC1	.	1.3	-5.4	.	-1.4	0.4	-0.2	3.5	-1.4	0.3	-1.6
30	CCOc1cc(C(=O)OCC(=O)c2c(N)n(C)c(=O)n(C)c2=O)cc(OCC)c1OCC	1.5	0.8	-1.6	0.1	4.9	-1.2	-0.2	11.2	-0.8	0.2	-3.5
31	CSc1ccccc1NC(=S)Nc1ccc(S(N)(=O)=O)cc1	1.7	-4.6	7.0	-0.3	3.4	0.1	-0.1	-0.4	-1.9	-0.1	-2.9
32	C=CCN(c1ccccc1)S(=O)(=O)c1cccc(C(=O)NC2CCN(Cc3ccccc3)CC2)c1	-3.6	-6.9	-2.8	-3.8	-23.7	-3.8	-7.9	-2.0	-1.9	0.1	-3.9
33	Cc1c(Nc2ncccc2C(=O)O)cccc1C(F)(F)F	-0.1	0.1	3.5	-0.6	-1.1	0.1	1.9	-0.1	-0.7	-0.3	-3.4
34	Cc1ncoc1C(=O)N1CCCC(C(=O)c2cccc(OC(C)C)c2)C1 (stereo unspecified)	0.8	-0.6	1.7	-0.1	4.6	0.6	0.1	3.4	-0.6	0.6	0.7
35	Cc1ccc2c(CN3CCN(c4ccccc4F)CC3)cc(=O)oc2c1	.	2.3	3.4	.	7.3	0.6	0.6	-12.3	-0.5	0.0	-0.3
36	Cc1cccc(NC(=O)Cn2cc(C(=O)C3CC3)c3ccccc32)c1	0.9	0.7	-2.9	-0.7	0.2	-0.5	-0.1	-6.2	-0.9	0.4	-2.3
37	Cc1ccc(O)c(C=Nc2ccc3[nH]ncc3c2)c1	-0.4	-3.1	2.2	0.9	11.5	-1.6	0.3	0.5	-0.7	0.0	0.4
38	Cc1cc(N2CCN(C)CC2)nc2ccc(NC(=O)CCC(=O)NCCC(C)C)cc12	2.2	5.1	-2.2	0.5	1.9	-0.2	-0.2	-1.4	-1.4	2.1	-2.1
39	O=C(Nc1nccs1)OCc1ccccc1	3.6	4.4	7.0	.	3.1	2.8	0.7	-0.1	-0.6	-0.3	5.4
40	Cc1cc(Oc2ccc(N)cn2)ccc1Cl	1.9	0.3	4.8	.	9.3	-0.5	-0.1	-16.2	-1.0	0.1	-2.5
41	Cc1ccc(-c2noc(CCC(N)=O)n2)cc1	0.6	2.5	0.3	0.4	-1.4	1.0	-0.1	2.1	-0.8	0.5	2.4
42	Cc1onc(-c2ccccc2)c1C(=O)Nc1nnc(C(C)(C)C)s1	0.4	-1.4	0.9	0.7	-0.8	-2.2	-0.2	7.3	-1.4	-0.4	-4.0
43	Cc1ccc(NC(=O)C(C)Oc2ccccc2)cc1S(=O)(=O)N1CCCCCC1 (stereo unspecified)	0.9	-1.7	2.3	-0.7	-15.6	-1.7	-2.2	5.3	-1.4	0.0	-4.9
44	O=C1NC2=C(CCc3ccccc32)C(c2ccc(Br)cc2)N1 (stereo unspecified)	0.4	-1.9	0.7	-1.2	-9.8	2.4	-0.1	-7.2	0.4	-0.9	-3.9

Source: PubChem BioAssay
